# MEKK3 PB1 HTS = modulators (inhibitors or enhancers) of MEK5 binding to human MEKK3 PB1 domain; bead-based flow cytometry, Alexa488-MEK5 binding to MEKK3; actives lie on both sides; 0 = blocked by unlabeled MEK5, 100 = vehicle; binding response (% of control), % at 10 µM; actives 1.4% (n = 290,000); AID 1529;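 active means binding response more than 3 SD above or below the average of its plate-row segment, actives on both sides; inconclusive means wells at one plate position flagged as instrument error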;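 further: Alexa488 bead fluorescence after subtracting the streptavidin-only scavenger bead signal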
# Target sequence (Q99759 whole entry, looked up, the tested form may be a part): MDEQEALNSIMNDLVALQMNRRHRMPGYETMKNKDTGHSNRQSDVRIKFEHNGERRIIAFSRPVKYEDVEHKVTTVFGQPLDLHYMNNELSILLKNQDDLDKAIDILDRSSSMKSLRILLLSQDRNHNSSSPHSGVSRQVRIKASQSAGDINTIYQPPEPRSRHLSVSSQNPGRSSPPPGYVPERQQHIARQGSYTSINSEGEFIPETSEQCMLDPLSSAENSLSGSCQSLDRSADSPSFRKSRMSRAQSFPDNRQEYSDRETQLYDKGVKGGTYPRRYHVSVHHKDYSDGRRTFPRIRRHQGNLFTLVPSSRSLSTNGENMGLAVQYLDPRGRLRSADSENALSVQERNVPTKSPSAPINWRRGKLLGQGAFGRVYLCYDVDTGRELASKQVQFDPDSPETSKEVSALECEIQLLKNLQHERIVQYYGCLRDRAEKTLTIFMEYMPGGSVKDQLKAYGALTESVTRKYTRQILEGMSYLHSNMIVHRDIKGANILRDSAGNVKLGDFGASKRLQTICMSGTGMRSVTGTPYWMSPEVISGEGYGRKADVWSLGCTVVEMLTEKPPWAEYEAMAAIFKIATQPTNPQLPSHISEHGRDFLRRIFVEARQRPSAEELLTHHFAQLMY
# PHOSPHO1 inh = PHOSPHO1 (human) inhibition | recombinant PHOSPHO1, absorbance phosphatase assay | actives 1.1% (n = 290,000) | inhibition, % at 13.3 µM | Q8TCT1; in the data active means inhibition above about 60%
# GPR7 antag = antagonists of human GPR7 (neuropeptides B/W receptor 1). P48145. GPR7-expressing cells, fluorescence antagonist assay. inhibition, % at 4.4 µM. actives 1.1% (n = 290,000); in the data active means inhibition above about 16%, passing the limit was not always enough;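 further: cells stimulated with the agonist NPW; 0% = agonist with vehicle and 100% = vehicle without agonist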
# Target sequence (P48145 whole entry, looked up): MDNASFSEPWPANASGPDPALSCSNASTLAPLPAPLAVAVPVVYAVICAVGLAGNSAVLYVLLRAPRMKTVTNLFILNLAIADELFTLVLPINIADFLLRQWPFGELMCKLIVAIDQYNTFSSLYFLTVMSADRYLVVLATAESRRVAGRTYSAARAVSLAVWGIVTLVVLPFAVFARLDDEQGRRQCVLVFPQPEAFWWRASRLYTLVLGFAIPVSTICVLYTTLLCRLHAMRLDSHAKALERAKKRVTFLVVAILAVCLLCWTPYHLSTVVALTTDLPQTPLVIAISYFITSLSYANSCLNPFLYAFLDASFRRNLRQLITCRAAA
# DNA FID counter = displaces DNA intercalator in HCV helicase counter-screen; actives 0.17% (n = 290,000); DNA fluorescent intercalator displacement, fluorescence; inhibition, % at 7.9 µM; AID 1845; in the data active means inhibition above about 37%;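 further: 0% = vehicle and 100% = reference compound; higher means more ethidium bromide displaced from hairpin DNA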
# OXTR agonist = activates the human oxytocin receptor. actives 0.32% (n = 320,000). AID 2435. activation, % at 3 µM. CHO-OTR cells, Fluo-8 calcium fluorescence; normalized: DMSO 0%, oxytocin 100%. P30559;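 active means activation above the mean of all tested compounds plus 3 SD, cutoff set per screening run, cut at about 20% in these data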;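 further: peak over basal fluorescence ratio from a 100 s FLIPR kinetic read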
# M18AAP inhibitor = blocks P. falciparum M18 aspartyl aminopeptidase. inhibition, % at 7.35 µM. actives 1.2% (n = 290,000). AID 1822. recombinant PfM18AAP, H-Glu-NHMec fluorogenic cleavage;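 active means inhibition above the campaign mean inhibition over all tested compounds plus 3 SD, cut at about 28% in these data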;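 further: 0% = plate median of test compound wells and 100% = 2 mM ZnCl2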
# NALP1 inh = NALP1 inhibition. inhibition, % at 10 µM. AID 2071. actives 0.61% (n = 280,000). S. cerevisiae NALP1/ASC/caspase-1 growth, X-gal OD620, 72 h; in the data active means inhibition mostly above about 24%, no sharp cut-off; inactive means mostly below about 32%; further: some compounds called inactive have numbers as strong as hits
# MEKK2mut PB1 HTS = signal of MEK5 binding to mutant human MEKK2 PB1 domain | bead flow cytometry, Alexa488-MEK5 binding to MEKK2 mutant | percent response, % at 10 µM | actives 0.35% (n = 290,000) | AID 1530; in the data active means percent response above about 24%, passing the limit was not always enough; further: inactives centre near 1; some results filed as inactive read as strong as hits; reference of the scale not given here
# MEKK2wt PB1 HTS = raises or lowers MEK5 binding to wildtype human MEKK2 PB1 domain | Q9Y2U5 | bead flow cytometry, Alexa488-MEK5 binding to MEKK2 WT; actives lie on both sides | binding response (% of control), % at 10 µM | actives 1.1% (n = 290,000) | AID 1531; in the data active means binding response below about 67% or above about 130%; inconclusive means no clear call, values can overlap the other calls; inactive means in between
# The depositor's hits bear a star; u = inconclusive; x = no result given.
SMILES,MEKK3 PB1 HTS,PHOSPHO1 inh,GPR7 antag,DNA FID counter,OXTR agonist,M18AAP inhibitor,NALP1 inh,MEKK2mut PB1 HTS,MEKK2wt PB1 HTS
C=CCNC(=O)c1nc2ccccc2s1,98,11,0,-2,-1.0,12,-62,-3,98
Cc1ccnc(NS(=O)(=O)c2ccc(NS(=O)(=O)c3ccccc3)cc2)n1,81,4,-15,-1,-0.7,-2,-16,3,94
CC(/C=C/c1ccco1)=N/NC(=O)OC(C)(C)C,97,-2,-1,-7,0.4,0,37,-2,96
Cn1c(=O)n(CCCO)c(=O)c2c1nc1n2CCCN1Cc1ccccc1,88,26,-5,-34,0.0,1,24,-10,96
Cc1cc(N)c(C)c([N+](=O)[O-])c1C,99,0,-8,1,-0.1,-1,34,-3,98
COCCn1c(=S)[nH]c2cc(OC)c(OC)cc2c1=O,102,11,-10,-8,-0.4,-1,-1,0,102
Cc1ccc(C(=O)n2c(N)nc3ccccc32)cc1,100,28,-8,-6,0.2,7,2,3,103
CC1(C)CC(=O)c2cc(C(=O)NC3CCSC3=O)c(=O)n(-c3ccc(Cl)cc3)c2C1 (stereo unspecified),105,-3,-4,-36,-0.9,-7,19,2,102
COC(=O)c1c(-c2ccc(Br)cc2)noc1N,84,-1,-4,-2,0.3,6,-6,-8,85
COC(=O)c1cc(NC(=O)CN2CCC(C(N)=O)(N3CCCCC3)CC2)cc(C(=O)OC)c1,u,14,-4,5,1.1,-6,-1,-32,u
Clc1ccc(Cl)c(OCCCCNCc2ccccc2)c1,98,0,5,13,12,-2,46,3,125
O=c1[nH]cnc2onc(-c3ccc(F)cc3)c12,104,27,-6,-1,0.4,1,-3,4,107
CSCC(C)N1CCC(CO)(CCc2ccccc2)CC1 (stereo unspecified),98,40,-7,5,0.7,0,10,-1,102
Cc1ccc(N(CC2CO2)S(=O)(=O)c2ccccc2[N+](=O)[O-])cc1 (stereo unspecified),104,28,-6,-7,0.0,-1,-2,2,106
COC(=O)c1ccccc1Oc1cnc2ccccc2n1,100,29,-4,-19,-0.3,-1,11,4,99
Cc1ccc(-n2c(N)cc(=O)nc2SCC(=O)NC2CCCCC2)cc1C,102,58,-1,-29,0.2,0,16,4,108
C[C@@H](C(=O)NCCCCCC(=O)O)n1nnc2ccccc2c1=O,105,39,-11,-1,0.8,-1,5,2,102
CCOC(=O)C1CCN(C(=O)CCS(=O)(=O)c2ccc3c(c2)CC(C)N3C(=O)CC)CC1 (stereo unspecified),119,-30,-4,-24,0.8,0,11,-2,106
COc1ccc(Nc2nc(-c3cccs3)cs2)cc1,92,-17,6,2,0.2,16,3,-7,90
O=C(Nc1nnc(C2=COCCO2)o1)c1ccc(Cc2ccccc2)cc1,97,43,-14,-39,-0.4,7,-29,0,99
CC(=O)N(C)c1cccc([N+](=O)[O-])c1,83,-23,-1,1,1.4,2,12,-7,87
c1ccc(Nc2ncnc3[nH]ncc23)cc1,102,32,-4,-1,-0.1,4,x,-3,98
COc1cc(-c2c(C(C)=O)c(C)nc3c2C(=O)c2ccccc2-3)cc(OC)c1OC,91,27,-2,-5,x,5,18,-8,95
COc1cc(OC)c(OC)cc1/C=C1\SC(N2CCCCC2)=NC1=O,102,38,-14,-32,-1.2,2,32,1,104
Cc1ccc(NC(=S)N2CCC(NC(=O)c3ccc(C)cc3)CC2)cc1,103,-4,-4,-21,-0.2,-2,20,-3,100
CS(=O)(=O)N1CCN(c2ccc(NC(=O)Cc3ccccc3)cc2)CC1,96,15,5,-3,0.8,-3,17,-1,97
COc1cccc(NC(=O)CCNC(=O)N2CC(=O)Nc3ccccc32)c1,99,26,-1,-24,-0.1,-1,7,-5,102
CCOC(=O)N1CCN(C(=O)c2cnn3c(C(F)F)cc(-c4ccc(C)cc4)nc23)CC1,104,-14,-13,-6,-2.6,4,31,2,104
N#CC1=C(N)C(C#N)(C#N)[C@H](c2ccncc2)[C@H]2CN(C(=O)OCc3ccccc3)CC=C12,89,-6,-5,-11,1.2,-3,7,-5,91
Cc1ccc(-c2nn(-c3ccccc3)cc2C=O)o1,70,7,-9,-8,-2.7,15,18,-9,81
COc1cccc(CNS(=O)(=O)/C=C/c2ccc(OC)c(OC)c2)c1,103,44,2,-16,-1.3,-4,10,-5,98
Cc1cc(C)n(CC(O)Cn2c(C)c(C)c3ccccc32)n1 (stereo unspecified),105,-4,-7,-6,1.5,17,4,6,101
CC(C)(C)NC(=O)NC(=O)CN1CCN(c2ncc(C(F)(F)F)cc2Cl)CC1,98,12,-4,-12,1.2,-2,12,-2,99
CCC(OC(=O)c1cc2sccc2n1C)C(=O)NCC1CCCO1 (stereo unspecified),97,9,-20,-21,-0.8,-4,20,2,97
O=c1c(Cl)c(N2CCN(S(=O)(=O)c3ccc(F)cc3)CC2)cnn1-c1cccc(Cl)c1,106,52,-13,1,1.4,5,-4,-2,104
CN(Cc1cccnc1)C(=O)CCCc1c[nH]c2ccccc12,104,30,-1,-10,2.0,0,12,26*,135*
O=C(OCc1nc2ccc(Cl)cc2n1CCO)c1ccc(O)cc1,97,-32,-11,-6,6.1,-3,24,-1,93
O=C(Cc1ccc(NC2=NC3CS(=O)(=O)CC3S2)cc1)Nc1ccc(F)cc1 (stereo unspecified),100,-4,5,-5,-1.1,-1,2,-7,92
COc1cccc(/C=N/NC(=O)C(=O)N2CCCCCC2)c1OC,101,14,-8,-23,0.4,-11,10,6,108
COc1ccc(F)cc1S(=O)(=O)NC1CC(C)(C)NC(C)(C)C1,84,58,-9,-13,0.7,0,21,-8,92
COc1ccc(CN2CCNC(=O)C2CC(=O)NC2CCCCCCC2)cc1C (stereo unspecified),108,34,-9,-25,-0.7,7,9,28*,128
O=C(NNS(=O)(=O)c1ccc(Br)cc1)C1CCCCC1,98,20,-5,-6,0.4,1,-2,-1,98
CC(=O)N1C(c2ccccc2)CC(=O)OC1c1ccc2c(c1)OCO2 (stereo unspecified),102,-2,-2,3,6.1,2,x,1,99
O=C(Nc1ccc(Cl)cc1)c1ccc2snnc2c1,102,33,7,-5,2.8,-5,4,-2,99
O=C(COC(=O)c1cncc(Br)c1)Nc1ccc2c(c1)OCO2,96,36,-4,-2,-0.4,-12,-32,-3,93

# Part of the list above, bar-delimited.
structure | MEKK3 PB1 HTS | PHOSPHO1 inh | GPR7 antag | DNA FID counter | OXTR agonist | M18AAP inhibitor | NALP1 inh | MEKK2mut PB1 HTS | MEKK2wt PB1 HTS
C=CCNC(=O)c1nc2ccccc2s1 | 98 | 11 | 0 | -2 | -1.0 | 12 | -62 | -3 | 98
Cc1ccnc(NS(=O)(=O)c2ccc(NS(=O)(=O)c3ccccc3)cc2)n1 | 81 | 4 | -15 | -1 | -0.7 | -2 | -16 | 3 | 94
CC(/C=C/c1ccco1)=N/NC(=O)OC(C)(C)C | 97 | -2 | -1 | -7 | 0.4 | 0 | 37 | -2 | 96
Cn1c(=O)n(CCCO)c(=O)c2c1nc1n2CCCN1Cc1ccccc1 | 88 | 26 | -5 | -34 | 0.0 | 1 | 24 | -10 | 96
Cc1cc(N)c(C)c([N+](=O)[O-])c1C | 99 | 0 | -8 | 1 | -0.1 | -1 | 34 | -3 | 98
COCCn1c(=S)[nH]c2cc(OC)c(OC)cc2c1=O | 102 | 11 | -10 | -8 | -0.4 | -1 | -1 | 0 | 102
Cc1ccc(C(=O)n2c(N)nc3ccccc32)cc1 | 100 | 28 | -8 | -6 | 0.2 | 7 | 2 | 3 | 103
CC1(C)CC(=O)c2cc(C(=O)NC3CCSC3=O)c(=O)n(-c3ccc(Cl)cc3)c2C1 (stereo unspecified) | 105 | -3 | -4 | -36 | -0.9 | -7 | 19 | 2 | 102
COC(=O)c1c(-c2ccc(Br)cc2)noc1N | 84 | -1 | -4 | -2 | 0.3 | 6 | -6 | -8 | 85
COC(=O)c1cc(NC(=O)CN2CCC(C(N)=O)(N3CCCCC3)CC2)cc(C(=O)OC)c1 | u | 14 | -4 | 5 | 1.1 | -6 | -1 | -32 | u
Clc1ccc(Cl)c(OCCCCNCc2ccccc2)c1 | 98 | 0 | 5 | 13 | 12 | -2 | 46 | 3 | 125
O=c1[nH]cnc2onc(-c3ccc(F)cc3)c12 | 104 | 27 | -6 | -1 | 0.4 | 1 | -3 | 4 | 107
CSCC(C)N1CCC(CO)(CCc2ccccc2)CC1 (stereo unspecified) | 98 | 40 | -7 | 5 | 0.7 | 0 | 10 | -1 | 102

# Additional results
SMILES,MEKK3 PB1 HTS,PHOSPHO1 inh,GPR7 antag,DNA FID counter,OXTR agonist,M18AAP inhibitor,NALP1 inh,MEKK2mut PB1 HTS,MEKK2wt PB1 HTS
CCN(Cc1ccccc1)C(=O)C1CCN(Cc2ccc(SC)cc2)CC1,94,49,3,6,-0.3,0,6,-13,87
CC1(C(=O)Nc2cccc3ccccc23)CC1(Br)Br (stereo unspecified),101,-4,3,-5,-2.4,0,6,8,100
COc1cc(C(F)(F)F)nc2c(Br)c(C(C)(C)C)nn12,94,29,-3,-6,-2.1,-1,15,-23,95
CCN1CCN(C(=O)C2CCN(S(=O)(=O)c3cccc4cccnc34)CC2)CC1,102,11,x,x,0.3,x,21,3,104
Cn1c(Cc2ccccc2)nnc1SCC(=O)NCCc1ccccc1,105,-24,8,-22,-0.7,-14,-6,-3,97
O=C(OCn1ncc(Cl)c(Cl)c1=O)c1ccc(C(F)(F)F)cc1,104,4,-4,-10,x,3,0,1,98
OCc1cn(-c2ccccc2)nc1-c1ccc2c(c1)OCCO2,111,-52,10,-17,2.2,-8,9,5,108
COc1cccc(C(=O)Nc2ncc3c(n2)CC(C)CC3=O)c1 (stereo unspecified),94,-14,2,-5,0.2,-6,10,-5,93
COc1ccc(N(CC(=O)N/N=C/c2cccnc2)S(=O)(=O)c2ccccc2)c(OC)c1,97,52,-2,-39,0.2,-1,1,1,99
CC1=NOC(=O)/C1=C\c1ccc(-c2ccc(Br)cc2)o1,105,4,-19,1,x,3,6,5,107
Cc1ccc(/C(O)=C2/C(=O)C(=O)N(CC(=O)O)C2c2ccc([N+](=O)[O-])cc2)cc1 (stereo unspecified),107,40,-11,-2,0.3,7,6,1,103
CCn1cnc2c(oc3ccccc32)c1=O,97,-32,-11,4,0.6,5,4,-4,95
O=C(CCCn1c(=S)[nH]c2ccsc2c1=O)NCc1ccco1,99,-44,-2,-1,-0.4,19,0,-2,98
CC(C)(C)C(=O)NC(=C(Cl)Cl)P(=O)(O)O,103,22,1,0,1.3,-6,13,1,105
COc1ccc(NC(=O)/C(C#N)=C\c2ccc(Br)o2)cc1,105,20,-10,0,1.2,-5,x,-4,99
NC(=S)NNc1cc(Cl)cc(Cl)c1,102,49,-2,1,0.7,10,-14,6,105
O=C(N/N=C/c1ccccn1)c1cc(C2CC2)nc2ccccc12,102,10,-2,-9,0.9,2,-3,1,100
CNC(=O)Nc1ccccc1F,100,4,0,-1,-0.1,-7,8,0,106
Clc1ccc(-c2csc(-c3cccnc3)n2)s1,103,27,0,-7,-2.8,1,x,16,125
Cc1ccc(C)c(N2CCN(C(=O)CCCn3ncn4c(cc5occc54)c3=O)CC2)c1,97,34,-9,-58,2.3,-10,14,-2,96

# Screening data (PubChem BioAssay)

# Compounds were not picked by outcome; any-hit rate near 6.2%.
